Runt-SMMHC FRET: blocks binding of human RUNX1 Runt domain to CBFb-SMMHC; Cerulean-Runt/Venus-CBFb-SMMHC FRET ratio 530/480, 1 h; inhibition, % at 20 µM; Q01196+Q13951; hit rate 0.74% among 220,000;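 active means mean inhibition across duplicate retests at 20 µM reaching about 50%, limit read from the data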;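 further: 0% = DMSO wells and 100% = wells with excess untagged CBFb-SMMHC; inhibitors lower the FRET ratio by blocking Runt binding to CBFb-SMMHC; some results filed as inactive read as strong as hits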
Target sequence (Q01196 whole entry, looked up, the tested form may be a part): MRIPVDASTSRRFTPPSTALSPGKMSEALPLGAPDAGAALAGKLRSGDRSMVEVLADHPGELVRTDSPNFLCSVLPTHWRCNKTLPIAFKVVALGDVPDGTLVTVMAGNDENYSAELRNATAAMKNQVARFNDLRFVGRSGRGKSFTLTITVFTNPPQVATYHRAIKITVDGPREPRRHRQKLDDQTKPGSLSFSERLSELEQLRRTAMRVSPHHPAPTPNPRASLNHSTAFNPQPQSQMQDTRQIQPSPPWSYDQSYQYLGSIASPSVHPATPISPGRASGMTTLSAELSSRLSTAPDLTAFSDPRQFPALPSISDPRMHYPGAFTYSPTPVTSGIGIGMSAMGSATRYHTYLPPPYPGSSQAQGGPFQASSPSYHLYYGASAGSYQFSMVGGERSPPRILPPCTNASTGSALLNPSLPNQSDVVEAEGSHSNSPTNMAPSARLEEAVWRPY
Target sequence (Q13951 whole entry, looked up, the tested form may be a part): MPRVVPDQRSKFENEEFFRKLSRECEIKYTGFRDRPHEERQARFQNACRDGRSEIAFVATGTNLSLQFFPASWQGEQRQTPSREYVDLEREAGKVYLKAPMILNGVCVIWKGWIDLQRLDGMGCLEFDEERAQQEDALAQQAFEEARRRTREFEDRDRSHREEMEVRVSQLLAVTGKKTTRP
p97 ATPase inh: blocks human p97 ATPase activity; hit rate 0.42% among 220,000; P55072; inhibition, % at 8 µM; recombinant p97 ATPase, Kinase-Glo ATP luminescence, 3 h; in the data active means inhibition above about 15%;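 further: 0% = DMSO vehicle and 100% = wells lacking enzyme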
NPY-Y2 PAM-ag: potentiators or agonists of human neuropeptide Y receptor Y2 | hit rate 0.45% among 220,000 | activation, % at 3.6 µM | cells expressing NPY-Y2, potentiator/agonist read-out | P49146; in the data active means activation above about 27%;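 further: cells stimulated with NPY near EC25 plus isoproterenol at EC100; 0% = vehicle plus submaximal agonist and 100% = vehicle plus saturating agonist; some results beyond the cut were filed as inactive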
Hck Nef HTS: human Hck-Nef kinase inhibition | inhibition, % at 20 µM | AID 463187 | P08631 | hit rate 0.68% among 220,000 | Recombinant Hck-YEEI plus Nef, Z-Lyte FRET kinase assay;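 active means Hck-Nef kinase inhibition above about 50%, limit read from the data; inactive means inhibition below that limit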;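 further: 0% = DMSO with Hck plus Nef and 100% = Hck alone without Nef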
MDM2 E3 inh: blocks human Mdm2 ubiquitin ligase activity | Q00987 | cell-based MDM2 ubiquitination luciferase reporter, 2 h; 0 = plate control, 100 = twice control, blank-subtracted | signal enhancement, % at 5 µM | hit rate 0.11% among 210,000 | AID 1230;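 active means signal enhancement of 30% or more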;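 further: luminescence tracks abundance of the self-degrading MDM2-luciferase fusion protein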
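Buffer or medium: Cells held in DMEM | Assay system: Stable mammalian line carrying autodegrading MDM2–luciferase fusion reporter | Quantity: 2000 cells/well | Times: 4 h settle plus 2 h compound, 37 °C | Doses: One concentration, 5 µM, with 0.2% DMSO | Technique: Luminescence with SteadyLite reagent, 15 min at room temperature | Benchmarks: Plate controls and plate blanks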
NPY Y1 blocker: antagonists of human neuropeptide Y receptor Y1; P25929; HEK293-CNG Y1 cells, membrane potential fluorescence; NPY at EC95, then isoproterenol; inhibition, % at 3.6 µM; hit rate 1% among 200,000;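 active means inhibition above the campaign mean inhibition of all tested compounds plus 3 SD, cut at about 20% in these data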;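 further: 0% = DMSO wells given NPY plus isoproterenol and 100% = isoproterenol alone without NPY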
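Material: HEK293 cells co-expressing NPY Y1 receptor and cyclic-nucleotide gated channel. Timing: compound incubation 1 h at room temperature, readout 45 min post-stimulation. Signal: fluorescence, membrane potential probe.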
NPY-Y1 PAM-ag: potentiates or activates human NPY-Y1 receptor | activation, % at 3.6 µM | NPY-Y1 expressing cells, potentiator/agonist activation | P25929 | AID 1304 | hit rate 0.37% among 220,000; in the data active means activation above about 33%, passing the limit was not always enough;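 further: cells stimulated with NPY at EC10 then isoproterenol at EC100; 0% = low agonist plus stimulus and 100% = saturating agonist plus stimulus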
RBBP9 inhibitor: human RBBP9 hydrolase inhibition | inhibition, % at 7.94 µM | recombinant RBBP9, FP-Rh probe fluorescence polarization | hit rate 0.2% among 220,000 | O75884;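 active means inhibition above the campaign mean of all tested compounds plus 3 SD, cut at about 14% in these data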;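 further: plate controls were DMSO wells with RBBP9 for no effect and wells lacking RBBP9 protein for full effect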
Target sequence (O75884 whole entry, looked up): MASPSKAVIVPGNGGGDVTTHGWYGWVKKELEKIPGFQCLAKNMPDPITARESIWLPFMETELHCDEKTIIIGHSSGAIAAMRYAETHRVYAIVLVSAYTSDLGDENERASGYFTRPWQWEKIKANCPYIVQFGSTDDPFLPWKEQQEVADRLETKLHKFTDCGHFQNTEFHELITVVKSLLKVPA
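Test system: recombinant human RBBP9; Timing: 30 min then 45 min, 25 °C; Detection: fluorescence polarization; Control set: RBBP9 with DMSO as uninhibited control, no-protein wells as full inhibition; Compound dosing: one concentration, 7.94 µM nominal, 0.794% DMSO; Probe or stimulus: FP-Rh activity-based probe, 375 nM before mixing.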
Runt-CBFb FRET: blocks binding of human RUNX1 Runt domain to CBFb; AID 1496; Cerulean-Runt/Venus-CBFb FRET ratio 530/480, 1 h; hit rate 0.46% among 220,000; Q01196+Q13951; inhibition, % at 20 µM;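 active means inhibition over about 50% at 20 µM in the single-dose screen, limit read from the data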;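 further: 0% = DMSO wells and 100% = excess unlabeled CBFb competitor control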
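Measured by: fluorescence energy transfer, 422 nm excitation, 530/480 nm emission; test system: Cerulean-tagged RUNX1 Runt domain (FRET donor) fusion protein; buffer or medium: Tris pH 7.5 buffer with BSA; compound: one dose, 20 µM compound, 1% DMSO; times: two 1 h room-temperature incubations shielded from light; benchmarks: unlabeled CBFb 5 µM, positive control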
The depositor's hits bear a star; nt = not tested or not shown. Hits appear at their usual frequency, and some 3.5% of all compounds hit somewhere here.

Runt-SMMHC FRET | p97 ATPase inh | NPY-Y2 PAM-ag | smiles | Hck Nef HTS | MDM2 E3 inh | NPY Y1 blocker | NPY-Y1 PAM-ag | RBBP9 inhibitor | Runt-CBFb FRET
-4 | -4 | -14 | Cc1cc(C)cc(CSc2nnc(C)c(=O)[nH]2)c1 | -13 | -17 | 7 | -20 | -3 | 1
-7 | -4 | -6 | C=CCOc1ccc(/C=N/Nc2ccccn2)cc1OC | 8 | -11 | 7 | -9 | -7 | -1
-10 | 8 | 10 | Cc1ccc(-n2nnc(-c3cc4ccccc4nc3Cl)n2)cc1 | -18 | nt | 6 | 2 | -2 | 2
-196 | 5 | -1 | COc1ccc(/C=C/C(=O)C2C(=O)C=C(C)OC2=O)cc1O (centres undefined) | 1 | -17 | 10 | -18 | -1 | -90
-28 | 3 | 3 | Cc1ccccc1C1C(C#N)=C2NC(=O)c3c(sc4c3CCCCC4)N2C2=C1C(=O)CC(C)(C)C2 (centres undefined) | 3 | 4 | -2 | 13 | -6 | nt
-1 | -1 | -20 | CCN(Cc1ccccc1)C(=O)CCc1nc(-c2ccc(C)cc2)no1 | 0 | -4 | 15 | -37 | -4 | -3
-1 | 4 | 19 | COC(=O)c1ccc(-n2c(C)cc(C(=O)COC(=O)CNS(=O)(=O)c3ccc(C)cc3)c2C)cc1 | 6 | 9 | 0 | 10 | -8 | -2
7 | -2 | 4 | C/C(=N\NC(=O)CSCc1ccccc1Cl)c1cccc(NC(=O)c2ccccc2)c1 | 4 | -9 | -1 | -19 | -2 | -2
58* | 3 | 21 | O=C(Nc1nccs1)c1ccccc1N=Cc1ccccc1 | 5 | -10 | -7 | 34 | 1 | 19
0 | -1 | 4 | COc1cccc(-n2c(=S)sc3c(=O)n(-c4ccccc4OC)c(SCC4OCCO4)nc32)c1 | -2 | -15 | 3 | -2 | 1 | nt
-2 | 0 | -8 | O=C(NCC1CCCO1)c1ccc(CSCc2cccc(F)c2)o1 (centres undefined) | 24 | 1 | 10 | -22 | 5 | 2
0 | -2 | -3 | CCOc1ccc(N(CCCCO)C(=S)NC(=O)c2ccc(C)c(Br)c2)cc1 | 17 | -11 | 4 | -13 | -4 | 10
3 | 3 | 25 | CSc1ccc(NC(=O)N2CC=C(n3c(=O)[nH]c4ccccc43)CC2)cc1 | -5 | -6 | -5 | -1 | -8 | -4
4 | 7 | 13 | CCOC(=O)C1(Cc2ccccc2)NC(c2ccccc2F)C2C(=O)N(CC)C(=O)C21 (centres undefined) | 0 | -2 | -3 | 14 | 7 | -5
1 | 0 | -18 | O=C(c1ccco1)N(Cc1cccc([N+](=O)[O-])c1)c1ccc(Br)cc1 | 14 | nt | 6 | 10 | 3 | -2
18 | -5 | 0 | CCOC(=O)c1sc(=S)n(-c2ccc(F)c(F)c2)c1N | 0 | -3 | -8 | -2 | -8 | 38
-7 | 9 | -3 | O=C(O)c1cc(Cl)c(Cl)cc1C(=O)Nc1cccnc1 | 12 | -13 | -4 | 13 | 2 | -3
-4 | 4 | 10 | OC(COCc1ccccc1)Cn1cnc2ccccc21 (centres undefined) | 5 | -3 | 4 | 22 | -1 | -3
-12 | 4 | 14 | Cc1ccc(-c2nnc(SCC(=O)Nc3ccc(S(=O)(=O)N4CCCCCC4)cc3)o2)cc1 | 2 | -21 | 5 | -3 | 0 | -4
2 | -4 | -1 | CC(=O)Nc1ccccc1OCCOc1ccc(Br)cc1 | 14 | -1 | 2 | 3 | -7 | 1
2 | 0 | -7 | COc1ccc(OC)c(C(=O)c2nc3c(n2O)CCCCC3)c1 | -2 | -12 | 0 | -2 | -9 | 1
-14 | 4 | -10 | Cc1cc2oc(C(=O)Nc3ccc(S(N)(=O)=O)cc3)c(C)c2cc1Cl | 23 | 0 | 0 | 6 | -2 | -4
1 | 8 | -1 | O=C(NCCCN1CCCC1)Nc1cccc2ccccc12 | 2 | 0 | 3 | 7 | 2 | -2
1 | 2 | -6 | COC(=O)c1cc2oc(C)cc2n1CC(=O)Nc1ccc(C)c(C)c1 | 5 | -7 | 2 | -18 | -5 | 4
83* | -5 | 9 | CCOC(=O)C1=C(C)NC2=C(C(=O)C(C(=O)OCC)C(c3ccccc3OC)C2)C1c1ccccn1 (centres undefined) | 34 | 23 | 2 | 11 | -11 | 21
-1 | 2 | 2 | CCC(CC)C(=O)Nc1c2c(nn1-c1ccc(OC)cc1)CS(=O)C2 (centres undefined) | 0 | -1 | 3 | 41* | -7 | 0
-4 | 3 | 5 | Cc1cc(C)n2c(SCCN3C(=O)c4ccccc4C3=O)nnc2n1 | 10 | nt | -1 | 8 | 0 | nt
-2 | 2 | 13 | O=S(=O)(Nc1nccs1)c1ccc(Nc2nnc(-c3ccccc3)c3ccccc23)cc1 | 0 | -17 | -8 | 37 | -1 | -3
2 | -2 | -17 | Cc1ccc(C(=O)NNC(=O)CSc2nnc(-c3ccccc3)n2Cc2ccccc2)cc1 | 2 | -6 | 1 | -14 | -1 | -2
-1 | -4 | -2 | O=C(CC(NC(=O)c1ccccc1Cl)c1ccccc1)NC1=NCCS1 (centres undefined) | 1 | -12 | 4 | -5 | 2 | 1
-2 | 4 | -2 | Brc1ccc2c(c1)CNc1c(ncnc1N1CCOCC1)O2 | -4 | -3 | -3 | -10 | 6 | -2
8 | -4 | -10 | O=C(NC12CC3CC(CC(C3)C1)C2)c1ccc(-c2ccc(Br)cc2)o1 | 1 | -8 | 13 | -25 | -1 | 14
nt | 9 | 2 | Cc1nnc(C)c2c(C)n(-c3cccc4cccnc34)c(C)c12 | 14 | -5 | -3 | 0 | -2 | nt
0 | 6 | 9 | CCC(Oc1ccccc1)C(=O)Nc1ccccn1 (centres undefined) | -19 | 2 | 1 | 13 | 3 | 2
-6 | 3 | 0 | COc1cc([N+](=O)[O-])cc(/C=N/NC(=O)Cn2nccc2C)c1O | 28 | -7 | nt | -5 | -5 | -3
0 | 2 | 11 | COc1ccc(CC(=O)NNC(=O)CCC(=O)Nc2cc(C)ccc2C)cc1 | -24 | -7 | 4 | 12 | -8 | 0
-1 | 7 | -5 | COC(=O)[C@H](C)NC(=O)COc1ccccc1 | 4 | 14 | 0 | -2 | -9 | 2
0 | 4 | -1 | O=C(NNc1ccccc1)C(=O)NNS(=O)(=O)c1ccc(CCCl)cc1 | 9 | -9 | nt | 15 | -6 | -1
0 | 0 | -16 | CC(=O)OCc1c(C(F)(F)F)nn(C)c1SCc1ccc(Cl)cc1 | 8 | -11 | 5 | -14 | 1 | 0
2 | 2 | -5 | O=Cc1c(N2CCCCCC2)nc2ccccn2c1=O | -2 | -20 | 5 | 5 | 4 | 1
2 | 0 | -8 | CC(C)(C)c1ccc(OCC(=O)OCCNC(=O)c2cccnc2)cc1 | 0 | -13 | 2 | -12 | 6 | 0
-14 | 1 | 2 | Cc1cc(-c2ccccc2)n2ncc(-c3ccccc3)c2n1 | 2 | -34 | 4 | -34 | -7 | -8
2 | 1 | 12 | CC1CCCC(=C\c2ccccc2)/C1=N/O (centres undefined) | 5 | 10 | 5 | 10 | 0 | -2
nt | 5 | -8 | COc1ccc(NC(=O)N2CCN(c3nc4ccccc4n3C(C)C)CC2)cc1 | 25 | 3 | 1 | -1 | -8 | nt
-2 | -2 | 11 | COc1cc(C(=S)N2CCCC2)ccc1OS(=O)(=O)c1ccc(NC(C)=O)cc1 | 25 | -10 | -2 | -13 | -7 | 0

Results in NPY-Y2 PAM-ag, Runt-SMMHC FRET and Hck Nef HTS, for some of the entries so far:
structure	NPY-Y2 PAM-ag	Runt-SMMHC FRET	Hck Nef HTS
Cc1cc2oc(C(=O)Nc3ccc(S(N)(=O)=O)cc3)c(C)c2cc1Cl	-10	-14	23
O=C(NCCCN1CCCC1)Nc1cccc2ccccc12	-1	1	2

More entries
Runt-SMMHC FRET | p97 ATPase inh | NPY-Y2 PAM-ag | smiles | Hck Nef HTS | MDM2 E3 inh | NPY Y1 blocker | NPY-Y1 PAM-ag | RBBP9 inhibitor | Runt-CBFb FRET
1 | 4 | 7 | COc1cc(CC(=O)Nc2ccc(S(=O)(=O)NC3=NCCCCC3)cc2)cc(OC)c1OC | -9 | 2 | 4 | 8 | -3 | 2
0 | 1 | -3 | CC(NC(=O)Nc1ccccc1)c1ccccc1 (centres undefined) | 4 | -15 | -7 | -10 | -1 | 1
3 | 0 | -7 | C/C(=N\Nc1cccc2cccnc12)c1ccc(C)cc1 | 0 | -32 | 1 | -4 | -9 | 4
-17 | -1 | -4 | O=C(c1cccs1)N1CCN(C(=O)C2CCCO2)CC1 (centres undefined) | -5 | -12 | 10 | -2 | -1 | -6
-1 | -2 | -12 | O=C(Nc1ccc2ccccc2c1)N1CCCN(CCOc2ccccc2)CC1 | 3 | -12 | nt | -8 | 4 | -1
-4 | 4 | 2 | N#Cc1c(-c2ccc(Cl)cc2)ccn2nc(CCC(=O)O)nc12 | 1 | -2 | 3 | 1 | -1 | 2
1 | -1 | 4 | Cn1c(=O)n(C)c2cc(S(=O)(=O)N3CCOCC3)ccc21 | -1 | -7 | -1 | -7 | -2 | 2
2 | 4 | -5 | COC(=O)c1ccc(/C=C/C(=O)c2ccc(OC)cc2)cc1 | 2 | 20 | 7 | -3 | -3 | -5
0 | -1 | 0 | Clc1ccc(-c2csc(N3CCSCC3)n2)cc1 | 0 | -9 | 6 | -13 | -13 | -3
2 | 2 | 5 | Cc1cc(C)c(C(=O)COC(=O)c2ccc([N+](=O)[O-])o2)cc1C | 16 | -6 | -1 | -3 | -6 | 0
-6 | -3 | -3 | O=C(COc1ccccc1)Nc1ccccc1N1CCCCC1 | 5 | -9 | 11 | -61 | -6 | -1
1 | 0 | 3 | Cc1ccc(CCN2CC(C(=O)NCCCN(C)Cc3ccccc3)CC2=O)cc1 (centres undefined) | 2 | -12 | -2 | 7 | -1 | -1
-1 | -3 | -16 | Cc1ccc(C(C)C)c(OCC(=O)N/N=C/c2ccc(S(=O)(=O)O)o2)c1 | 6 | -7 | nt | -7 | -10 | -3
4 | -5 | -9 | O=C(Cn1c(-c2cscn2)nc2ccccc21)Nc1ccc(Cl)cc1 | -4 | -12 | 1 | -16 | -9 | -1

From PubChem BioAssay
